COUP-TFII inh – inhibitors of human COUP-TFII (NR2F2). P24468. HEK293T NGFI-A luciferase reporter, luminescence. inhibition, % at 8.6 µM. 370,000 tested, 0.7% active. AID 686940;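 active = inhibition above a per-plate cutoff, mean inhibition of test wells between control levels plus 3 SD, cut at about 38% in these data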;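 note: cells cotransfected with COUP-TFII expression vector driving the NGFI-A reporter; 0% = median of COUP-TF2 test wells and 100% = reporter-only cells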
SRC1 inh – human NCOA1 inhibition | 360,000 tested, 0.12% active | HEK293 GAL4-SRC1 luciferase reporter, luminescence | inhibition, % at 3.6 µM;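 active = inhibition above the campaign mean plus 3 SD, with each screening campaign given its own cutoff, cut at about 60% in these data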;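 note: 0% = DMSO treated cells and 100% = gossypol at 36 µM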
SRC3 inh – inhibits human SRC3 coactivator; AID 588352; 360,000 tested, 0.17% active; HEK293 GAL4-SRC3 luciferase reporter, luminescence; inhibition, % at 3.6 µM;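 active = inhibition above a per-campaign cutoff, the mean of all compounds plus 3 SD, cut at about 60% in these data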;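 note: 0% = DMSO-treated cells and 100% = gossypol-treated cells at 36 µM; higher means less SRC3-driven luciferase light from the GAL4 reporter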
EBV LMP1 NFkB – Epstein-Barr LMP1 NF-kappaB reporter inhibition | LMP1-induced NF-kappaB luciferase reporter cells, luminescence | inhibition, % at 12.5 µM | 350,000 tested, 0.69% active; in the data active = inhibition above about 41%;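 note: 0% = neutral control wells and 100% = reference inhibitor control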
LRH-1 inv ag – NR5A2 inverse agonism in reporter assay; HEK293T StAR-luciferase reporter, LRH-1 transfected, 24 h; inhibition, % at 3.6 µM; 360,000 tested, 0.13% active; AID 602396;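 active = inhibition above the mean inhibition of all tested compounds plus 3 SD, cut at about 73% in these data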;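 note: 0% = DMSO wells and 100% = reporter-only cells lacking LRH-1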
NCOA2 inhibitor – human SRC2 (NCOA2) inhibition | HEK293 GAL4-SRC2 luciferase reporter, luminescence | 370,000 tested, 0.17% active | inhibition, % at 9 µM | AID 651957;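 active = inhibition above the mean inhibition of all tested compounds plus 3 SD, set per campaign, cut at about 52% in these data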;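 note: 0% = DMSO treated cells and 100% = cells given Gossypol at 36 µM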
TRAIL sens C8 – sensitizes caspase-8 expressing cells to TRAIL. NB7+C8 cells + TRAIL, ATPlite viability luminescence. inhibition (viability loss, TRAIL sensitization), % at 10 µM. 360,000 tested, 1% active. AID 624354;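 active = compounds causing at least 50% loss of cell viability in the single-dose screen, relative to plate controls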
CF NFkB block – cystic fibrosis NF-kB activation inhibition | KKLEB NF-kB-GFP reporter, PAF-induced, GFP fluorescence overnight | inhibition, % at 5 µM | 360,000 tested, 0.86% active | AID 588850;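 active = at least 50% inhibition at 5 µM, scaled per plate between neutral and stimulator controls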;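 note: PAF is a Pseudomonas aeruginosa culture filtrate used as stimulus; plate controls were PAF-stimulated DMSO wells for no effect and unstimulated DMSO wells for full effect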
KKLEB cytotox – counter-screen for CF NF-kB inhibitors: cytotoxicity | KKLEB CF airway cells viability, ATPlite luminescence, overnight; active compounds read low; cells stimulated with P. aeruginosa culture filtrate | activity change (cytotoxicity), % at 5 µM | 360,000 tested, 0.36% active;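 active = corrected activity change at or below -50% at 5 µM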
TROY NFkB inh – TROY signaling inhibition. Q293 LMP1-TROYcd NF-kB luciferase reporter, 4 h. 360,000 tested, 0.98% active. inhibition, % at 10 µM;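 active = compounds whose plate-normalised and pattern-corrected inhibition of the luciferase reporter signal at the single screening dose is 50% or more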
TWEAK Fn14 block – blocks TWEAK-Fn14 interaction in a reporter cell assay; TWEAK-stimulated Fn14 reporter cells, luciferase luminescence, 8 h; inhibition, % at 10 µM; 360,000 tested, 2% active; in the data active = inhibition above about 50%
* = called active by the depositor; nt = not tested or not shown.

mol	COUP-TFII inh	TWEAK Fn14 block	TROY NFkB inh	CF NFkB block	EBV LMP1 NFkB	KKLEB cytotox	TRAIL sens C8	SRC3 inh	SRC1 inh	NCOA2 inhibitor	LRH-1 inv ag
O=S(=O)(c1ccc(-c2ccccc2)cc1)N1CCCCC1	-4	-7	-1	-3	9	-1	1	2	-3	-62	-8
CCOC(=O)CSC1=C(C#N)C(c2ccc3c(c2)OCO3)CC(=O)N1 (configuration not stated)	10	2	7	2	6	0	14	4	-14	-8	3
CC(C)N(C(=O)CSc1nnc(NC(=O)Cc2cccs2)s1)C(C)C	14	14	-8	6	-17	3	0	4	-3	7	-3
COC(=O)c1ccc(/C=N/NC(=S)NCCN2CCOCC2)cc1	-6	4	-6	-5	5	-7	6	23	0	-5	-5
C=CCn1c(O)c2ccc(C(=O)N=NC(=O)COc3ccccc3F)cc2c1O	8	6	16	-23	6	16	-14	8	-6	-16	-24
O=c1cc(Cl)nc2ccccn12	14	-16	-1	13	71*	-13	-2	-28	-14	8	4
C/C(=N\Nc1nc(C)cc(-c2ccccc2)n1)c1ccc(F)cc1	-16	-42	-9	-18	3	-11	35	-3	0	-14	-12
COC(=O)c1ccc(CNC(=O)C(Cc2ccccc2)NC(=O)c2ccccc2)cc1 (configuration not stated)	-11	9	0	-14	1	10	-6	-9	3	0	-20
COc1ccc(C(=O)OCC(=O)N2CCN(C(=O)c3ccco3)CC2)cc1OC	21	3	7	-3	6	-6	-1	5	17	-36	4
N#CCCC(CCC#N)C1=NCCc2ccccc21	2	-1	-2	-3	0	0	-20	6	-6	15	6
CSc1nc(-c2ccccc2)ccc1C(N)=O	1	-14	-21	-2	-6	8	-11	-10	-24	-46	-6
O=S(=O)(NCc1ccccn1)c1cc(Cl)ccc1Cl	-8	-1	19	-1	-4	4	-9	4	9	4	11
Cc1c(C(=O)NCCSCc2ccc(Cl)cc2Cl)cccc1[N+](=O)[O-]	14	26	21	-8	-3	1	-8	10	-7	21	-9
Cc1ccc(NC(=O)CC2NCCN(Cc3ccccc3)C2=O)cc1 (configuration not stated)	11	1	-22	-2	1	16	-5	10	13	1	10
CC1CC(=O)Nc2ccccc2N1S(=O)(=O)c1ccc(Cl)cc1 (configuration not stated)	16	-10	-10	8	2	3	3	-12	1	2	-5
CC(C)c1ccc(/C=N/N2CCN(c3ccccn3)CC2)cc1	-16	-28	-50	-6	-14	1	11	-1	-14	-5	-14
COc1ccc(C(=O)COC(=O)c2cnc(C)cn2)cc1OC	-6	12	4	23	-14	-19	0	0	-1	1	-6
CN(C)CCCNC(=O)c1ccc(=O)[nH]n1	-9	19	4	-12	-1	8	5	1	-3	-14	-6
O=Nc1c(O)n(Cc2ccccc2)c2ccccc12	-1	15	1	18	10	10	-1	3	3	-4	0
O=C(CSc1ccc2ccccc2n1)NCc1ccc2c(c1)OCO2	1	-1	7	0	-6	-5	-1	-16	8	9	-5
Cc1cc(C(=O)CSc2nnnn2-c2ccc(Cl)cc2)c(C)n1CC1CCCO1 (configuration not stated)	12	-18	-10	15	7	-32	-16	7	3	3	7
CCN1CCN(CC2CC3C=CC2C3)CC1 (configuration not stated)	0	4	-11	1	-3	11	6	-11	-8	18	-3
Cc1ccc(CN2CCN(Cc3cnc(C)[nH]3)CC2CCO)cc1 (configuration not stated)	4	7	-15	-12	7	2	-4	12	-1	-18	-2
CCNC(=O)C1CCCN(C(=O)c2ccccc2OC(F)(F)F)CC1 (configuration not stated)	8	4	-9	1	nt	14	-3	-7	1	-53	-6
COc1ccccc1CN1CC(C(=O)NCCCCc2ccccn2)CCC1=O (configuration not stated)	9	-11	-32	-1	-7	-2	-16	-11	-2	-39	-6
CCc1ccc(C(=O)C(C)OC(=O)Cn2[nH]c(=O)c3ccccc3c2=O)cc1 (configuration not stated)	-3	-15	8	-10	0	4	-4	0	3	-13	-18
CC1Cc2c([nH]c(=O)n(-c3ccccc3)c2=O)O1 (configuration not stated)	8	1	-16	-5	-4	14	-14	-11	0	-24	6
COCCCn1c(Cc2csc(Nc3cccc(Cl)c3)n2)nnc1SCC(=O)OC1CCCCC1	2	-11	-1	-8	0	6	-19	12	-8	11	8
O=C(Cn1cc([N+](=O)[O-])cn1)NCC1CCCO1 (configuration not stated)	1	15	-2	-5	-18	8	-6	8	8	12	0
COc1cccc(OC)c1C(=O)NCc1ccco1	-13	-13	7	5	-7	-1	-7	-43	-11	-4	6

Profiles as entered above. Order of screens: COUP-TFII inh, TWEAK Fn14 block, TROY NFkB inh, CF NFkB block, EBV LMP1 NFkB, KKLEB cytotox, TRAIL sens C8, SRC3 inh, SRC1 inh, NCOA2 inhibitor, LRH-1 inv ag
`O=Nc1c(O)n(Cc2ccccc2)c2ccccc12` in the list: -1, 15, 1, 18, 10, 10, -1, 3, 3, -4, 0
`O=c1cc(Cl)nc2ccccn12` in the list: 14, -16, -1, 13, 71*, -13, -2, -28, -14, 8, 4

16 consecutive records out of the list so far, quoted:
mol	COUP-TFII inh	TWEAK Fn14 block	TROY NFkB inh	CF NFkB block	EBV LMP1 NFkB	KKLEB cytotox	TRAIL sens C8	SRC3 inh	SRC1 inh	NCOA2 inhibitor	LRH-1 inv ag
O=c1cc(Cl)nc2ccccn12	14	-16	-1	13	71*	-13	-2	-28	-14	8	4
C/C(=N\Nc1nc(C)cc(-c2ccccc2)n1)c1ccc(F)cc1	-16	-42	-9	-18	3	-11	35	-3	0	-14	-12
COC(=O)c1ccc(CNC(=O)C(Cc2ccccc2)NC(=O)c2ccccc2)cc1 (configuration not stated)	-11	9	0	-14	1	10	-6	-9	3	0	-20
COc1ccc(C(=O)OCC(=O)N2CCN(C(=O)c3ccco3)CC2)cc1OC	21	3	7	-3	6	-6	-1	5	17	-36	4
N#CCCC(CCC#N)C1=NCCc2ccccc21	2	-1	-2	-3	0	0	-20	6	-6	15	6
CSc1nc(-c2ccccc2)ccc1C(N)=O	1	-14	-21	-2	-6	8	-11	-10	-24	-46	-6
O=S(=O)(NCc1ccccn1)c1cc(Cl)ccc1Cl	-8	-1	19	-1	-4	4	-9	4	9	4	11
Cc1c(C(=O)NCCSCc2ccc(Cl)cc2Cl)cccc1[N+](=O)[O-]	14	26	21	-8	-3	1	-8	10	-7	21	-9
Cc1ccc(NC(=O)CC2NCCN(Cc3ccccc3)C2=O)cc1 (configuration not stated)	11	1	-22	-2	1	16	-5	10	13	1	10
CC1CC(=O)Nc2ccccc2N1S(=O)(=O)c1ccc(Cl)cc1 (configuration not stated)	16	-10	-10	8	2	3	3	-12	1	2	-5
CC(C)c1ccc(/C=N/N2CCN(c3ccccn3)CC2)cc1	-16	-28	-50	-6	-14	1	11	-1	-14	-5	-14
COc1ccc(C(=O)COC(=O)c2cnc(C)cn2)cc1OC	-6	12	4	23	-14	-19	0	0	-1	1	-6
CN(C)CCCNC(=O)c1ccc(=O)[nH]n1	-9	19	4	-12	-1	8	5	1	-3	-14	-6
O=Nc1c(O)n(Cc2ccccc2)c2ccccc12	-1	15	1	18	10	10	-1	3	3	-4	0
O=C(CSc1ccc2ccccc2n1)NCc1ccc2c(c1)OCO2	1	-1	7	0	-6	-5	-1	-16	8	9	-5
Cc1cc(C(=O)CSc2nnnn2-c2ccc(Cl)cc2)c(C)n1CC1CCCO1 (configuration not stated)	12	-18	-10	15	7	-32	-16	7	3	3	7

Other records
mol	COUP-TFII inh	TWEAK Fn14 block	TROY NFkB inh	CF NFkB block	EBV LMP1 NFkB	KKLEB cytotox	TRAIL sens C8	SRC3 inh	SRC1 inh	NCOA2 inhibitor	LRH-1 inv ag
N#Cc1ccccc1S(=O)(=O)N1CCN(CC(O)CN2CCOCC2)CC1 (configuration not stated)	14	-2	-8	16	0	-9	1	-15	-5	14	2
CCC(=O)NNC(=S)NC(=O)c1ccc(C)cc1	-16	14	-9	22	16	1	21	-24	-44	-57	-66
CCOC(=O)C1=C(CC)Nc2ccccc2N=C1NC(=O)c1cc(C)on1	4	-3	-3	7	4	-16	-6	26	-3	-9	-13
O=C(Nc1nc2ccccc2s1)Nc1ccc(F)cc1F	-49	0	-42	-6	-38	-2	15	-131	-168	-51	-146
CC(C)Cc1cc(C(=O)Nc2c(F)cc(F)cc2Br)no1	8	-18	-37	-7	-4	6	-8	-27	-16	-42	-31
Cc1ccc(CNc2nc3cc(-c4ccccc4C)sc3c(=O)n2C)c(C)c1	13	21	14	10	nt	7	0	-19	-2	13	-17
O=C(O)CNC(=O)CCn1nnc2ccccc2c1=O	3	-2	8	-8	-10	3	-7	9	-3	3	10
CCC(C)N(NC(C)=O)c1nc(Cl)nc(NC(C)C)n1 (configuration not stated)	-3	5	-14	5	0	4	-5	-7	-5	2	1
CCN(CCCNC(=O)CC(C(=O)N1CCc2ccccc21)n1ccnc1)c1cccc(C)c1 (configuration not stated)	-2	-6	-2	-8	2	7	-10	2	-26	-3	-11
Nc1ncc(CCN2CCOCC2)c(-c2ccc(F)cc2)n1	3	-20	10	0	1	-12	-3	23	11	11	4
CCOC(=O)CNC(=S)N(CCCN1CCCC1)Cc1cccs1	8	-6	-2	-6	6	6	-2	12	-16	-25	11
Cc1cc(C)cc(N(CC(=O)Nc2ccccc2-c2ccccc2)S(=O)(=O)c2ccccc2)c1	-7	0	-2	21	7	-4	14	2	9	-5	10
Cc1ccc(Cn2nnc3c(=O)[nH]c(C4CCN(S(=O)(=O)c5ccc(S(=O)(=O)NC6CC6)cc5)CC4)nc32)cc1	-1	2	12	-16	-6	4	4	-5	-18	-7	2
CC(C)C(NC(=O)c1ccccc1)C(=O)N1CCN(C/C=C/c2ccccc2)CC1 (configuration not stated)	14	4	-14	-6	-4	8	-3	-24	0	-21	-3
O=[n+]1c2c(n([O-])c3cc(F)c(F)cc31)CCCC2	8	-12	6	-8	-12	-14	3	10	-7	-13	10
CCOC(=O)CSCc1cn2cc(Cl)ccc2n1	nt	-2	-48	7	-12	12	-8	-3	3	nt	-4
COCCN(C(=O)COC(=O)c1cnc(C)cn1)c1c(N)n(Cc2ccccc2)c(=O)[nH]c1=O	-8	0	15	-1	5	6	15	1	7	-6	4
CCOC(=O)N1CCC(Nc2nc(OC)nc(OC)n2)CC1	-6	17	4	-13	0	-13	-7	9	2	-2	-17
CCCCn1ccnc1C(=O)c1cccc(S(=O)(=O)N2c3ccccc3CC2C)c1 (configuration not stated)	12	16	-1	3	-8	1	8	-2	-4	24	10

High-throughput results from PubChem.

Random draw from the library; overall some 4.2% were active at least once.
